Bioassay records deposited in PubChem BioAssay by Broad Institute.
LGR2 inh: blocks bursicon-induced cAMP signaling via Drosophila LGR2. HEK293 LGR2, CRE-luciferase, bursicon-stimulated, 4 h. inhibition, % at 9.99 µM. 0.35% of 380,000 active. AID 720647;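 active = drop in luminescence signal, shown as inhibition above about 50% in the replicate tests, limit read from the data, passing the limit was not always enough; inconclusive = probably only some replicates passing the limit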;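 note: agonist challenge used bursicon conditioned medium at about half maximal strength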
Statin myotox sup: protects C2C12 myotubes from simvastatin toxicity; ATP luminescence, 48 h; scaled: DMSO 0, geranylgeraniol control 100; rescue of ATP level, % at 7.49 µM; 0.78% of 330,000 active; AID 602340;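 active = mean ATP rescue above about 67%, or every replicate alone reaching that limit, limit read from the data, passing the limit was not always enough; inconclusive = no clear call, values can overlap the other calls; inactive = mean under the limit and some replicate under it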;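 note: myotubes were challenged with 10 µM simvastatin during compound exposure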
PGC1a acetyl inh: PGC1a acetylation modulation, inhibitor mode; 0.17% of 350,000 active; inhibition, % at 15.6 µM; AID 651687; U2OS PGC1a acetylation, AlphaScreen anti-acetyl-lysine; with virally co-expressed GCN5 acetyltransferase;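 active = every replicate shows inhibition of at least 40%; inconclusive = mean inhibition at least 40% but some replicate below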;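 note: 0% = neutral control wells and 100% = positive control wells; some results beyond the cut were filed as inactive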
INS-1E GSIS act: primary screen for activators of insulin secretion dependent on glucose, INS-1E cells, GLuc reporter luminescence; 0.61% of 370,000 active; AID 743287; activation, % at 16.6 µM; INS-1E GLuc reporter insulin secretion, 2-3 h;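 active = lowest replicate activation of at least 40%, so every replicate reaches that level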;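 note: 0% = median of neutral control wells and 100% = median of IBMX positive control wells; some compounds called inactive have numbers as strong as hits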
PAX8 inh HTS: lowers PAX8-driven luciferase in RMG-I cells; RMG-I TPO-luciferase reporter, SteadyGlo, 24 h; inhibition, % at 12.6 µM; 1.2% of 360,000 active;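 active = mean replicate inhibition at least 60% with every replicate also reaching 60%; inconclusive = only one of the two criteria is met; inactive = mean below 60% and not all replicates reaching 60%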;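 note: luciferase light reporting Pax8 driven TPO promoter activity; plate controls were median of neutral control wells for no effect and mitoxantrone controls for full effect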
Cneo AK release: causes C. neoformans cell lysis; adenylate kinase release luminescence, 4 h; normalised: neutral wells 0, clomiphene wells 100; lysis activity, % at 15 µM; 0.2% of 360,000 active; AID 651654;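 active = mean lysis activity across replicates of at least 80%, whatever share of replicates individually reach that level; inactive = mean lysis activity below 80%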
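Schedule: static 4 h at 37 °C with compound, 1 h detection; system: C. neoformans cells; benchmarks: Clomiphene as positive control; buffer or medium: fresh YPD medium; measure: luminescence rise reflecting yeast cell lysis; measured by: luminescent adenylate kinase detection reagent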
ARNT TACC3 PPI: disruptors of human ARNT/TACC3 interaction | Q9Y6A5 | AlphaScreen His-ARNT PAS-B/GST-TACC3 binding, luminescence; TACC3 fragment carries E629A point mutation | 0.66% of 390,000 active | inhibition, % at 9.99 µM;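 active = mean inhibition of replicates at least 50% and at least half of replicates each reaching 50%; inconclusive = half or more replicates reach 50% but mean below 50%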;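 note: 0% = complete ARNT plus TACC3 wells and 100% = ARNT alone without TACC3; many hits fall short of the cut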
PglD DTNB: inhibitors of Campylobacter jejuni PglD acetyltransferase; purified PglD enzyme, DTNB colorimetric CoA detection; 0.098% of 360,000 active; inhibition, % at 12.5 µM; in the data active = inhibition above about 16%, passing the limit was not always enough; inconclusive = no clear call, values can overlap the other calls; note: strong numbers were not always called active
* hit, by the source's call; ? = inconclusive; / = no result given; & = joins results of further samples.

smiles,LGR2 inh,Statin myotox sup,PGC1a acetyl inh,INS-1E GSIS act,PAX8 inh HTS,Cneo AK release,ARNT TACC3 PPI,PglD DTNB
COCCNC(=O)C[C@@H]1C[C@H]2c3cc(NC(=O)NC4CCCC4)ccc3O[C@H]2[C@H](CO)O1,-8,3,-7,-2,/,19,-5,1
CSCCC(NS(=O)(=O)c1ccc2c(c1)OCCO2)C(=O)NCCc1ccccn1 (stereo not given),/,-3,-2,/,/,-5,-2,4
Cc1noc(C)c1NC(=O)Nc1cccc2c1O[C@H](CN(C)Cc1ccc(Oc3ccccc3)cc1)[C@H](C)CN([C@@H](C)CO)C2=O,3,/,100*,-31,/,2,-3,1
CCOc1ccccc1NC(=O)NC1CCCCCCC1,1,-11,-2,1,7,5,-7,-2
COc1ccccc1C(=O)N/C(=C\c1cn(C)c2ccccc12)C(=O)NCCCn1ccnc1,7,/,/,10,21,/,24,/
CNC(=O)c1ccc2cc(OC)c(OC)cc2c1,-7,0,2,6,-3,2,/,2
COc1ccc(OC)c(/C=N/NC2=NS(=O)(=O)c3ccccc32)c1,1,-3,2,0,-8,0,0,7
CCN(CC)S(=O)(=O)c1ccc2oc(C(=O)NCc3ccc(F)cc3)c(C)c2c1,/,5,-3,/,/,-12,1,2
Cc1nc(S/C(=C/c2ccc(-c3cccc(Cl)c3)o2)C(=O)O)n[nH]1,-15,-121,/,10,/,-2,4,-3
O=C(O)Cn1cc2c(n1)CCCCC2,18,-1,/,20,/,3,-4,-9
O=C(O)c1sccc1NC(=O)c1c(Cl)cccc1Cl,-5,9,2,-2,1,1,-2,7
CN(C)S(=O)(=O)c1cccc(NC(=S)N/N=C/c2cccc(O)c2)c1,-11,-7,31,-4,16,/,17,/
Cc1cc(NC(=O)C2CC2)n(-c2nc3ccccc3s2)n1,-23,-19,18,1,3,-1,/,2
CCCN(C)C[C@H]1OCCCC[C@@H](C)Oc2ccc(NC(=O)Nc3ccc(F)cc3)cc2C(=O)N([C@H](C)CO)C[C@@H]1C,-12,-10,4,2,1,6,33,3
O=C(O)C1CC=CCC1C(=O)c1ccccc1 (stereo not given),/,-9,3,/,/,1,-30,8
C[C@H](CO)N1C[C@H](C)[C@H](CN(C)C(=O)OCc2ccccc2)OCc2cnnn2CCCC1=O,-4&-11,1&-9&9,-1&4&-7,11&6,-11&-7,0&-3&1,3&-3,1&0&-2
Cc1ccoc1C(=O)N1CCCCC1C(=O)O (stereo not given),-12,2,10,4,25,/,-8,/
CCOC(=O)N1CCN(C(=O)c2cn(C)c3ccc(S(=O)(=O)N4CCC(C)CC4)cc3c2=O)CC1,/,3,5,-7,4,0,-7,-1
COc1cccc(C#Cc2cnc3c(c2)C(=O)N([C@@H](C)CO)C[C@H](C)[C@H](CN(C)C(=O)C2CCCCC2)O3)c1,-5,24,-13,-11,-6,-1,-16,0
CCC(=O)Nc1ccc(C2=Nn3c(nnc3C(C)C)SC2)cc1,3,-5,8,-16,15,1,2,-2
COC(=O)C1=C(C)N(Cc2ccc3c(c2)OCO3)C(=O)C1,10,/,/,3,-4,/,-5,/
COc1ccc2c(Cl)c(C(=O)N/N=C3\CCCC(=O)C3)sc2c1,-14,5,8,-1,-27,-2,-60,1
COc1ccc(S(=O)(=O)Nc2ccc3c(c2)C(=O)N([C@H](C)CO)C[C@@H](C)[C@H](CN(C)Cc2ccc4c(c2)OCO4)O3)cc1,-7,5,-7,8,-9,51,3,5
O=C1C2C3c4ccccc4C(c4ccccc43)C2C(=O)N1/N=C/c1cccc(O)c1 (stereo not given),/,5,-7,/,/,1,4,1
Cc1ccccc1CCN1CCCC(CN(C)C(=O)C(=O)c2ccco2)C1 (stereo not given),1,11,-10,4,-36,6,-2,4
Cc1noc(C)c1C(=O)N(C)C[C@@H]1OCc2ccccc2-c2c(n(C)c3ccccc23)C(=O)N([C@H](C)CO)C[C@@H]1C,-5,-10,-6,1,-18,-4,0,3
COc1ccc(CNC(=O)CN(c2cc(C)cc(C)c2)S(=O)(=O)c2c(C)noc2C)cc1,12,-7,-10,5,-6,1,-8,-5
COc1ccccc1C(=O)NC(C)c1ccccc1 (stereo not given),/,11,6,/,/,1,-2,1
Cc1ccc(S(=O)(=O)N(C)C[C@H]2OCCCC[C@H](C)Oc3ccc(NS(=O)(=O)c4ccc(F)cc4)cc3C(=O)N([C@H](C)CO)C[C@@H]2C)cc1,6,-8,-2,6,80*,-1,7,0
CN(Cc1ccccc1)C(=O)CCS(=O)(=O)c1ccc2c(c1)n(C)c(=O)c(=O)n2C,9,-3,4,-5,2,2,17,-2

Part of the list above, reduced to Cneo AK release, PglD DTNB and Statin myotox sup.
Compound,Cneo AK release,PglD DTNB,Statin myotox sup
CCN(CC)S(=O)(=O)c1ccc2oc(C(=O)NCc3ccc(F)cc3)c(C)c2c1,-12,2,5
COCCNC(=O)C[C@@H]1C[C@H]2c3cc(NC(=O)NC4CCCC4)ccc3O[C@H]2[C@H](CO)O1,19,1,3

Following part.
molecule	LGR2 inh	Statin myotox sup	PGC1a acetyl inh	INS-1E GSIS act	PAX8 inh HTS	Cneo AK release	ARNT TACC3 PPI	PglD DTNB
COc1ccc(NC(=O)N(C)C[C@@H]2OCc3cnnn3CCCC(=O)N([C@H](C)CO)C[C@@H]2C)c(OC)c1	0&-11	-7&-12	-4&0	0&7	-6&-17	-1&47	-6	3&-1
O=S(=O)(N[C@@H]1CC[C@H](CCn2cc(-c3ccccc3F)nn2)O[C@@H]1CO)c1ccc(Cl)cc1	5	10	-9	-21	24	1	6	-1
O=C(CCc1nnc(Cc2c[nH]c3ccccc23)o1)NCC1CC12CCCCC2 (stereo not given)	2	/	-3	14	2	/	35	/
CCOc1ccccc1/C=c1\sc2ncnn2c1=O	-6	6	7	12	/	-3	-1	-1
Cc1ccc(NC(=O)Cc2nnc(SCC(=O)Nc3nncs3)n2C)c(C)c1	-9	5	/	5	-6	-1	4	4
C=CC[C@]12CC=CC(=O)[C@@]1(O)O[C@H](c1ccc(OC)c(OC)c1)[C@H]2C	?	-10	36	-2	/	0	-2	-6
Cc1cc(C)c(NC(=O)CNC(=O)c2ccccc2OCc2c(C)noc2C)c(C)c1	-2	/	/	0	3	/	-7	/
O=C(NCCc1ccccn1)c1cccc(S(=O)(=O)N2CCc3ccccc32)c1	5	-5	2	-17	10	-2	-3	-7
O=C(O)c1ccc(NC(=S)NC(=O)c2ccc3ccccc3c2)cc1	-51	2	/	6	-95	0	2	-6
O=C(NCc1nnc(SCc2ccccc2)n1-c1ccccc1)C12CC3CC(CC(C3)C1)C2	7	/	/	2	28	/	-4	/
COc1ccc(C2C(C#N)=C(N)OC3=C2C(=O)CCC3)cc1Cn1cc([N+](=O)[O-])cn1 (stereo not given)	21	/	/	1	9	/	-2	/
C[C@@H]1CN([C@H](C)CO)C(=O)c2cc(C3=CCCCC3)cnc2O[C@@H]1CN(C)C(=O)c1ccncc1	22	12	4	6	/	0	-6	4
COc1cccc(-c2ccc([C@@H]3[C@@H](CO)N(C(=O)C4CC4)C34CN(C(C)=O)C4)cc2)c1	-8	/	1	7	1	/	/	/
O=C(Cc1c(F)cccc1Cl)Nc1ccccc1C(=O)N1CCOCC1	-19	/	11	1	/	0	-4	-3
Cc1cc(NC(=O)Cn2nc(-c3cccs3)ccc2=O)cc(C)c1Br	6	-5	/	48	13	4	0	2
COc1ccc(-c2ccc3n(c2=O)C[C@@H]2[C@@H](CO)[C@H](C(=O)N4CCCCC4)[C@H]3N2C)cc1	6	1	/	5	16	-2	-1	-1
C[C@H](CO)N1C[C@H](C)[C@@H](CN(C)Cc2ccc3c(c2)OCO3)Oc2ccc(NC(=O)CCN3CCOCC3)cc2C1=O	/	10	-21	10	0	-2	7	3
CO[C@@H]1CN(C)C(=O)c2ccc(NC(=O)NC(C)C)cc2OC[C@@H](C)N(S(C)(=O)=O)C[C@H]1C	26	-3	-13	8	1	-9	-2	-2
COCCN1Cc2cccc(C(=O)Nc3ccc(S(=O)(=O)N4CCCCC4)cc3)c2C1=O	-4	-26	13	55	4	-1	4	5
CC(C)(C)OC(=O)C[C@H]1C/C=C\C[C@H](CC(=O)N[C@H](CO)Cc2ccccc2)C(=O)N2CCC[C@@H]2COC1=O	-15	5	-2	-11	-16	6	23	1
Cc1cc(=O)[nH]c(N/N=C/c2ccc(-c3ccc([N+](=O)[O-])cc3)o2)n1	8	-10	/	5	5	0	16	2
Cc1cccc(C)c1NC(=O)CSc1nnc(NC(=O)C2CC2)s1	2	5	1	2	6	/	-3	/
COC(=O)c1cc(S(=O)(=O)Nc2cccc(OC)c2)cn1C	2	/	-9	-8	3	-1	3	-4
CC(C)(C)c1ccc(OCC(=O)NNC(=O)Cc2cccs2)cc1	/	-2	8	/	/	1	-3	-8
Cc1ccc2c(c1C)OC(=O)CC2c1ccccc1 (stereo not given)	-3	5	/	2	8	0	-6	3
COc1ccc(-c2nnc(SCC(=O)O)n2Cc2ccccc2)cc1	-5	-5	13	/	-10	4	-2	0
Nc1nonc1-n1nnc(C(=O)N/N=C/c2ccoc2)c1-c1ccccc1	-8	13	/	-8	7	2	5	2
Cn1cnc(CCNC(=O)C[C@H]2CC[C@H]3[C@@H](COC[C@@H](O)CN3C(=O)Nc3ccc(C(F)(F)F)cc3)O2)c1	8	-5	5	-33	-10	3	3	1
CN(C)C(=O)c1ccc(-c2ccc3c(c2)[C@@H]2[C@@H](CCN2C(=O)C2CCOCC2)[C@@H](CO)N3C)cc1	-8	-11	-4	27	-18	4	-2	2
CN(CC(=O)Nc1cccc(C(F)(F)F)c1)Cc1ccccc1	3	-50	-17	-33	-1	0	5	-2
C[C@@H]1CN([C@H](C)CO)C(=O)Cc2cc(NC(=O)NC3CCCCC3)ccc2O[C@@H]1CN(C)C	-2	-1	8	0	10	-3	34	8

Three entries from above, arranged by SMILES length, highest first.
molecule	LGR2 inh	Statin myotox sup	PGC1a acetyl inh	INS-1E GSIS act	PAX8 inh HTS	Cneo AK release	ARNT TACC3 PPI	PglD DTNB
COc1ccc(-c2ccc3n(c2=O)C[C@@H]2[C@@H](CO)[C@H](C(=O)N4CCCCC4)[C@H]3N2C)cc1	6	1	/	5	16	-2	-1	-1
Cc1ccc(NC(=O)Cc2nnc(SCC(=O)Nc3nncs3)n2C)c(C)c1	-9	5	/	5	-6	-1	4	4
Cc1ccc2c(c1C)OC(=O)CC2c1ccccc1 (stereo not given)	-3	5	/	2	8	0	-6	3
